Phagocyt inh: inhibitors of macrophage phagocytosis, primary screen, imaging, J774A.1 cells, IgG beads | J774A.1 macrophage IgG-bead phagocytosis | inhibition, % at 5 µM | 110,000 compounds, 0.07% hits;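 active = inhibition above the mean of the plate negative controls plus 5 SD, cut at about 13% in these data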;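 note: phagocytic index as fraction of beads internalized from green versus red external bead signal; plate controls were DMSO negative control for no effect and cytochalasin-D positive control for full effect; some results beyond the cut were filed as inactive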
Yeast life ext: compounds extending yeast replicative lifespan, primary screen, S. cerevisiae, OD615. inhibition of the nicotinamide effect, % at 10 µM. 130,000 compounds, 0.68% hits. S. cerevisiae growth with nicotinamide; deaD strain in restrictive glucose medium. AID 775, 2007;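 active = inhibition above a set limit, placed 3 SD over the median of all compounds, cut at about 26% in these data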;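 note: 0% = nicotinamide-treated wells and 100% = cells grown without nicotinamide; some compounds called inactive have numbers as strong as hits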
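Assay system: engineered S. cerevisiae DeaD replicative-lifespan strain, galactose-grown log-phase cells; Buffer or medium: CSMM-D glucose medium, restrictive; Probe or stimulus: nicotinamide 1.5 mM; Compound: single dose 10 µM compound, 0.25% DMSO; Schedule: 4 h preincubation then 48 h treatment at 30 °C; Technique: OD615 measurement.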
E-sel TNF inh: E-selectin induction blockers in HUVEC – imaging, immunofluorescence, high content, primary screen; AID 1246, 2008; HUVEC TNFa-induced E-selectin immunofluorescence; 120,000 compounds, 0.71% hits; inhibition, % at 2 µM;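 active = inhibition above the batch mean plus 3 SD, and confirmed as a hit on visual image review, cut at about 43% in these data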;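 note: 0% = TNF-stimulated DMSO wells and 100% = unstimulated control wells; not every result past the cut was called active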
Measles CPE: compounds protecting cells from measles virus cytopathic effect, primary screen, measles RdRp inhibitor project, single point, MLSMR library, absorbance | Measles virus-infected cells, CPE protection | protection (pct of control), % at 4 µM | 140,000 compounds, 1.5% hits; in the data active = protection mostly above about 24%, no sharp cut-off; inactive = mostly below about 26%; note: some compounds called inactive have numbers as strong as hits
HCT116 PTEN-null: growth suppression of PTEN-null HCT116, primary screen, cell-based, CellTiter-Glo; HCT116 PTEN-null viability, 60 h; stronger effect = lower value; viability, % at 10 µM; 140,000 compounds, 1.2% hits;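 active = viability at or below a set limit, 4 SD under the median of all tested compounds, cut at about 3.7% in these data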;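 note: PTEN knockout HCT116 line with beta catenin targeted HCT116 as companion control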
NPY Y2 blocker: NPY-Y2 receptor antagonists, primary screen, cell-based; inhibition, % at 2.7 µM; 140,000 compounds, 0.99% hits; NPY-Y2 expressing cells, antagonist mode; Neuropeptide Y receptor type 2 (Homo sapiens), P49146; AID 793, 2007; in the data active = inhibition above about 17%;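 note: 0% = vehicle with agonist challenge and 100% = reference antagonist with challenge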
Target sequence (P49146 whole entry, looked up): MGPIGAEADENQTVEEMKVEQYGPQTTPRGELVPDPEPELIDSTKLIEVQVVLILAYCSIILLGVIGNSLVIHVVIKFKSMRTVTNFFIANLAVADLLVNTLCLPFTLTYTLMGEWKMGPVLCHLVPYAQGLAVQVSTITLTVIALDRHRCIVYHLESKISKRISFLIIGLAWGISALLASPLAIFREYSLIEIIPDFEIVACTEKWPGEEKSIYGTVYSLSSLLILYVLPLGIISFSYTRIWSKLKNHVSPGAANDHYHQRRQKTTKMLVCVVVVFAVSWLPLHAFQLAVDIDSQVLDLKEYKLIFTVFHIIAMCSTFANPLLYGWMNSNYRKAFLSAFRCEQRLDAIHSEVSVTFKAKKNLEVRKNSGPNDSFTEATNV
GALR2 blocker: GALR2 antagonists in receptor-expressing cells, primary screen; Galanin receptor type 2 (Homo sapiens), O43603; 140,000 compounds, 0.39% hits; antagonist mode; inhibition, % at 4 µM; AID 828, 2007; in the data active = inhibition above about 27%;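 note: cells stimulated with galanin 1-16 at roughly its EC80; 0% = agonist challenge control and 100% = basal control without agonist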
Target sequence (O43603 whole entry, looked up): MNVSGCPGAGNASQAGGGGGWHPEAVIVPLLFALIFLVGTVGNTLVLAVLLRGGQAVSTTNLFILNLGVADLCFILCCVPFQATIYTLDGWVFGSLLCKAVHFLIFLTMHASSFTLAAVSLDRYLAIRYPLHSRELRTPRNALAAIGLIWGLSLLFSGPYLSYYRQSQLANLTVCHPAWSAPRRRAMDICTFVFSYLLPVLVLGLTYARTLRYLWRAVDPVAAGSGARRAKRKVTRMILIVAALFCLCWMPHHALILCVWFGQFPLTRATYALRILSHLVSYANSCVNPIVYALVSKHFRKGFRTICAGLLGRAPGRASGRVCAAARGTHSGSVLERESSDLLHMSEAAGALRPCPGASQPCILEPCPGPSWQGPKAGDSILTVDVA
bCat KO growth: primary screen for growth suppressors in beta-catenin knockout HCT116 cells (colon tumor, human) | HCT116 beta-catenin knockout viability, CellTiter-Glo, 60 h; stronger effect = lower value | viability, % at 10 µM | 140,000 compounds, 1.5% hits | AID 818, 2007;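 active = viability at or under a set limit, the compound median less 4 SD, cut at about 6% in these data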;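 note: 0% = Hyamine 1622 control at 20 µM and 100% = untreated cell control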
Yeast growth inh: growth inhibitors of yeast BB579 in restrictive medium, primary screen, yeast lifespan-shortening project, S. cerevisiae; inhibition, % at 10 µM; OD615, 48 h; 140,000 compounds, 0.51% hits; AID 804, 2007;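 active = inhibition above a set limit, 3 SD over the mean compound inhibition, cut at about 44% in these data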; note: inactives centre near -24
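System: Saccharomyces cerevisiae DeaD strain BB579, replicative lifespan model yeast. Buffer or medium: restrictive glucose-based CSMM-D medium. Doses: one dose, 10 µM compound with 0.25% DMSO. Timing: 4 h preincubation and 48 h exposure at 30 °C. Detection: turbidity as optical density at 615 nm. Benchmarks: amphotericin B 10 µg/mL, positive.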
MRP1 act: H69AR viability gain despite doxorubicin, primary screen, MRP-1 activator project, H69AR cells, CellTiter-Glo; 140,000 compounds, 0.61% hits; viability increase, % at 10 µM; viability rescue;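 active = viability gain under doxorubicin at or above a set limit, the compound median plus 3 SD, cut at about 4.7% in these data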;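 note: MRP-1 overexpressing cells given doxorubicin 25 µM after compound pretreatment; 18-22 h compound pretreatment then 72 h with doxorubicin before readout; 0% = doxorubicin-only wells and 100% = vehicle-treated cells without doxorubicin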
The depositor's hits bear a star; . = no result given.

SMILES	Phagocyt inh	Yeast life ext	E-sel TNF inh	Measles CPE	HCT116 PTEN-null	NPY Y2 blocker	GALR2 blocker	bCat KO growth	Yeast growth inh	MRP1 act
CC(NS(=O)(=O)c1ccccc1)C(N)=O (configuration not stated)	4	-8	-14	0	93	4	3	91	-44	-1.4
COc1ccc(CC(NC(C)=O)C(=O)NC2CCN(C(=O)Nc3ccccc3Cl)CC2)cc1OC (configuration not stated)	-1	-24	24	23	93	-2	-4	84	-5	-3.2
NC(=O)c1ccccc1NS(=O)(=O)c1ccc2c(c1)OCCO2	0	-5	-3	4	113	5	-6	100	-59	0.0
Cc1cccc(-n2c(O)c(C=Nc3ccc(O)cc3)c3ccccc3c2=O)n1	0	-2	-15	4	82	1	13	88	-56	-0.5
COc1ccc(-n2c(SCC(N)=O)nnc2-c2ccc(NS(=O)(=O)c3ccc(C)cc3)cc2)cc1	0	-5	-21	17	101	0	0	101	-14	0.2
Cn1nnnc1SCCNCc1ccc(Cl)cc1	-3	-4	-3	17	90	2	5	85	-41	-1.8
CC(C)OC(=O)c1cccc(C(=O)O)n1	.	-6	-10	7	100	-1	-11	98	-26	-2.2
CCCc1nnc(NC(=O)CCN2C(=O)c3ccccc3C2=O)s1	-1	-1	15	7	93	1	-5	111	-43	0.2
COc1cc2c(-c3ccccc3O)nc3c(c(C)nn3-c3ccccc3)c2cc1OC	-7	0	-9	5	88	3	-3	89	-15	-1.9
Cc1cc(NC(=O)c2ccc3c(c2)OCO3)no1	1	-21	-31	6	93	3	1	97	-21	-1.4
CCC1(C)Cc2c(sc(NC(=S)NC(=O)c3ccccc3)c2C#N)CO1 (configuration not stated)	-14	5	.	.	87	3	13	91	-9	-0.7
CC1(C)CC2c3cccc(C(=O)O)c3C(=O)N2c2c1ccc1ccccc21 (configuration not stated)	-6	48*	-3	7	89	4	2	97	-21	-4.1
CC12CC(NC(=O)N1c1cccc(C(=O)N3CCN(c4ccccc4F)CC3)c1)c1ccccc1O2 (configuration not stated)	-1	-1	0	30	76	1	2	81	7	1.1
Cc1cccc(C)c1NC(=O)CSc1nnc(-c2ccco2)n1N	-3	-11	-26	7	93	3	-7	109	-18	-1.7
Cc1ccsc1C1C2=C(CC(C)(C)CC2=O)Nc2ncnn21 (configuration not stated)	0	14	-11	13	102	1	-11	100	-15	-2.5
Cc1cccc(C)c1Nc1nnc(SCC(=O)NC2CCS(=O)(=O)C2)s1 (configuration not stated)	2	5	.	5	94	0	-4	89	-14	-0.9
O=C(CCS(=O)(=O)c1ccc(Br)s1)NC1CCCC1	0	-5	17	1	85	4	-16	92	-50	-1.7
Cc1cc(C(=O)N(C2CCCCC2)C2CCCCC2)no1	-3	-12	26	16	99	1	14	88	14	-0.1
CCCCn1c(-c2ccccc2)cnc1SCC(=O)NCCc1ccc(OC)c(OC)c1	0	3	.	18	61	11	-8	57	-34	-1.5
Cc1sc(/N=C/c2ccccc2O)c(C#N)c1C	-3	-1	20	23	91	-1	-6	85	-15	-3.5
CCOc1ccc(S(=O)(=O)Nc2ccc(S(=O)(=O)N3CCCC3)cc2)cc1	2	-2	-70	6	89	4	2	89	-17	-2.4
CCc1nc(N(CC)CC)c2oc3ccccc3c2n1	.	-12	1	6	78	19*	9	94	-64	-2.3
COC(CN(C(=O)CCl)C(C(=O)NC1CCCCC1)c1ccc(C)cc1)OC (configuration not stated)	-5	-3	3	4	70	2	-17	74	-20	-5.0
O=C(CSc1ccc2nnc(-c3ccc(F)cc3)n2n1)NCC1CCCO1 (configuration not stated)	-1	-23	-33	8	93	-2	10	100	-37	-3.6
CCOC(=O)C1CCN(Cc2ccc(O)c3ncccc23)CC1	-2	-14	-12	2	1.9*	3	8	3.0*	-7	-3.0
CC1=NN(C(=O)COc2ccccc2)C(O)(c2ccccc2)C1 (configuration not stated)	-9	-4	.	9	110	3	0	100	-26	-1.5
COC(=O)C(C)Sc1nc2c(cnn2-c2ccc(C)cc2)c(=O)[nH]1 (configuration not stated)	.	-19	.	59*	85	2	-5	86	-24	-2.7
COc1ccc(CCNC(=O)c2cc(-c3ccc4c(c3)OCO4)on2)cc1OC	-1	-3	.	4	93	-2	7	102	-32	0.3
COc1ccc(CCN(C(=O)C(F)(F)F)C(C(=O)NC2CCCCC2)c2ccc(C)s2)cc1OC (configuration not stated)	0	2	-2	14	94	2	6	89	-35	-0.2
Cn1c(SCc2ccc(Cl)cc2Cl)nc(C(F)(F)F)cc1=O	0	3	-50	8	82	3	-2	79	-34	-1.8
Cc1ccccc1CN1CCNC1=O	-5	-3	-30	8	95	3	8	76	-51	0.5
O=C(O)c1cccc(CSc2nc(-c3ccc(Cl)cc3)cc(C(F)(F)F)n2)c1	-1	-10	26	2	83	6	-6	89	-38	-4.5
O=C(O)c1ccccc1C(=O)Nc1ccccn1	0	7	-1	1	101	2	-6	102	-57	-0.1
CCCc1nc2c(C)cc(C)cc2c(N)c1CC	0	0	-17	8	40	1	1	37	-71	-2.1
C=C(C)C1CC=C(C)/C(=N/Nc2ccccc2[N+](=O)[O-])C1 (configuration not stated)	-5	-6	.	26	78	1	3	83	-14	0.0
Cc1cc(-c2n[nH]c(=S)n2-c2ccc(C)c(C)c2)no1	-1	9	11	5	93	3	-2	97	-40	-2.2
CN1C(=O)CC(N2CCN(CC(=O)N3CCCC3)CC2)C1=O (configuration not stated)	0	0	3	7	96	2	9	98	-27	-1.3
O=C(Nc1nnc(-c2ccccc2Cl)o1)c1ccc(S(=O)(=O)N2CCCCCC2)cc1	-1	-3	-12	7	13	2	4	18	-46	-3.7
N#CC1=C(N)C2=CCCC[C@H]2[C@H](c2cccc(F)c2)C1(C#N)C#N	.	2	.	16	58	3	1	58	-29	-4.2
CCOC(=O)C1CCN(S(=O)(=O)c2ccc3c4c(cccc24)C(=O)N3)CC1	0	-6	14	12	85	2	9	79	5	-3.9
CCSc1nccc(-c2nn(-c3ccc(C)cc3)ccc2=O)n1	1	-13	.	7	22	1	-5	21	-82	-2.1
Cc1ccccc1N=C1N=C(N)c2ccccc21	-13	-2	-6	10	84	0	9	81	-33	1.1
CCCn1nnc(NC(=O)C(c2ccccc2)c2ccccc2)n1	-1	-3	-21	12	88	4	-3	90	-25	-2.1
CC(NC(=O)CSc1ncccn1)c1ccccc1 (configuration not stated)	0	-25	.	6	89	-1	-9	102	-26	-2.6
O=C(CCCN1C(=O)/C(=C\c2ccco2)SC1=S)Nc1ccc2ccccc2c1	-12	-1	.	18	76	3	6	73	-15	-2.1
Cc1ccccc1/C=C1\OC(=O)c2ccccc21	.	-4	-36	18	95	8	9	95	-23	-1.0
COc1ccccc1C(=O)N1C(CC(=O)Nc2cc(Cl)ccc2C)C(=O)NC2CCCCC21 (configuration not stated)	2	-5	37	4	92	5	-10	87	-73	0.0
O=S(=O)(NCC1CCCO1)c1ccc2ccccc2c1 (configuration not stated)	.	1	-9	9	100	5	7	100	-25	-0.4
C=CCn1c(=S)[nH]c2ccccc2c1=O	.	-11	4	8	97	-2	1	97	-18	-1.3
O=C(CCC(=O)NC1CCCCCCC1)Nc1nnc(C(F)(F)F)s1	0	-8	-6	20	99	1	12	89	-77	1.4
CC(C)OC(=O)CSc1nc2cc3c(cc2cc1C#N)OCO3	.	.	-1	12	94	1	9	98	-13	-2.6
CCC(C(=O)NCc1ccc(F)cc1)N(Cc1ccco1)C(=O)c1snc(C(N)=O)c1N (configuration not stated)	0	-8	.	8	96	-1	2	96	-15	-1.0
Cc1ccc(C(=O)N2c3ccc(F)cc3CCC2C)o1 (configuration not stated)	-1	-6	-1	2	94	0	-3	87	-17	-4.0
COc1ccc(CCNC(=O)CC2Oc3ccc(Cl)cc3NC2=O)cc1OC (configuration not stated)	.	-3	0	5	110	6	-2	95	-16	-0.3
CCN(C(=O)c1cn(C)c(=O)c2cc(OC)c(OC)cc12)c1cc(OC)ccc1OC	2	-10	.	14	94	0	10	84	-6	-5.3

Quoted from the entries so far (13 entries):
SMILES	Phagocyt inh	Yeast life ext	E-sel TNF inh	Measles CPE	HCT116 PTEN-null	NPY Y2 blocker	GALR2 blocker	bCat KO growth	Yeast growth inh	MRP1 act
CCOC(=O)C1CCN(S(=O)(=O)c2ccc3c4c(cccc24)C(=O)N3)CC1	0	-6	14	12	85	2	9	79	5	-3.9
CCSc1nccc(-c2nn(-c3ccc(C)cc3)ccc2=O)n1	1	-13	.	7	22	1	-5	21	-82	-2.1
Cc1ccccc1N=C1N=C(N)c2ccccc21	-13	-2	-6	10	84	0	9	81	-33	1.1
CCCn1nnc(NC(=O)C(c2ccccc2)c2ccccc2)n1	-1	-3	-21	12	88	4	-3	90	-25	-2.1
CC(NC(=O)CSc1ncccn1)c1ccccc1 (configuration not stated)	0	-25	.	6	89	-1	-9	102	-26	-2.6
O=C(CCCN1C(=O)/C(=C\c2ccco2)SC1=S)Nc1ccc2ccccc2c1	-12	-1	.	18	76	3	6	73	-15	-2.1
Cc1ccccc1/C=C1\OC(=O)c2ccccc21	.	-4	-36	18	95	8	9	95	-23	-1.0
COc1ccccc1C(=O)N1C(CC(=O)Nc2cc(Cl)ccc2C)C(=O)NC2CCCCC21 (configuration not stated)	2	-5	37	4	92	5	-10	87	-73	0.0
O=S(=O)(NCC1CCCO1)c1ccc2ccccc2c1 (configuration not stated)	.	1	-9	9	100	5	7	100	-25	-0.4
C=CCn1c(=S)[nH]c2ccccc2c1=O	.	-11	4	8	97	-2	1	97	-18	-1.3
O=C(CCC(=O)NC1CCCCCCC1)Nc1nnc(C(F)(F)F)s1	0	-8	-6	20	99	1	12	89	-77	1.4
CC(C)OC(=O)CSc1nc2cc3c(cc2cc1C#N)OCO3	.	.	-1	12	94	1	9	98	-13	-2.6
CCC(C(=O)NCc1ccc(F)cc1)N(Cc1ccco1)C(=O)c1snc(C(N)=O)c1N (configuration not stated)	0	-8	.	8	96	-1	2	96	-15	-1.0

From PubChem BioAssay
